D3 antag: qHTS of D3 Dopamine Receptor Antagonist: qHTS; D(3) dopamine receptor (Homo sapiens), P35462; D3R cells, DiscoveRx beta-arrestin luminescence, antagonist mode; hits give low values; max response, negative = inhibition, %; hit rate 2.5% among 360,000; AID 652054, 2013; in the data active = max response below about -50%; inconclusive = no clear call, values can overlap the other calls; note: % is set by controls: 0 for no effect and ±100 for the full control effect; mostly tested at two doses, the higher about 12 µM
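Cells plated overnight at 1500 cells/well, then exposed to library compounds with dopamine controls for 90 minutes at 37 degrees C. DiscoveRx reagent added for 30–60 minutes at room temperature; luminescence read, quantitative HTS format.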
EPAC2 ag: qHTS for Agonist of cAMP-regulated guanine nucleotide exchange factor 4 (EPAC2): primary screen; EPAC2 activation, biochemical qHTS; response scale: 100% = 6.5 mM cAMP response; Rap guanine nucleotide exchange factor 4 (Homo sapiens), Q8WZA2; Potency, µM (highest dose often 154 µM), without a hit: top-dose activation, hits mostly activators; hit rate 0.079% among 360,000; note: potency is the fitted concentration of half-maximal effect; nearly all actives have a fitted effect of over 50% in size
Target sequence (Q8WZA2 whole entry, looked up): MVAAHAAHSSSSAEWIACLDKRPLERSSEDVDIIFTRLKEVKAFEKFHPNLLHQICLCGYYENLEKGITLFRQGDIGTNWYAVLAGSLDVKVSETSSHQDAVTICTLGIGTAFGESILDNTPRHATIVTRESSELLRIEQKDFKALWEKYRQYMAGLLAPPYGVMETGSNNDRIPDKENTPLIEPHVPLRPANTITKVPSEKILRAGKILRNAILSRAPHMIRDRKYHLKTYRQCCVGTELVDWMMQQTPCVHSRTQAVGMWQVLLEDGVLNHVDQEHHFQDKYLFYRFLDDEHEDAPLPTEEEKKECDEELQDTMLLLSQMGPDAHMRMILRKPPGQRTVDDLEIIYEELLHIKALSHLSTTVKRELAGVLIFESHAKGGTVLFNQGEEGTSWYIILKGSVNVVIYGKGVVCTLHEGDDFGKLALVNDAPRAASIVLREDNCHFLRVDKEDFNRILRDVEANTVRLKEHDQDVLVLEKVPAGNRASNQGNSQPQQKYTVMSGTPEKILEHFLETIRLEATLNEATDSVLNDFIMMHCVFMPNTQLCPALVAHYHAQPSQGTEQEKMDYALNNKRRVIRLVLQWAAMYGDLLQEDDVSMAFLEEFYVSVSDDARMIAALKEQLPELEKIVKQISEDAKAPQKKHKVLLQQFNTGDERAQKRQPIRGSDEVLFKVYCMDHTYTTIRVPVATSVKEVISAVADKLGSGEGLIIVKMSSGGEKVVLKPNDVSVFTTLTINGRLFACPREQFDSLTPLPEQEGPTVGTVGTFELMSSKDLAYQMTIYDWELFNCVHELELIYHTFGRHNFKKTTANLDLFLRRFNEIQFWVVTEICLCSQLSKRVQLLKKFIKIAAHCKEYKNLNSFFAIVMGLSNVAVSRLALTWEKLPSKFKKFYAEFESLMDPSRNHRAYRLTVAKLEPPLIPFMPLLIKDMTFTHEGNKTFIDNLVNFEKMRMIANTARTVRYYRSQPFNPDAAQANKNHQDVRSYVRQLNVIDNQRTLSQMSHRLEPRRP
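EPAC2 (100 nM) mixed with Rap1B loaded with BODIPY-GDP (250 nM) plus 50 uM unlabeled GDP; compounds pinned in, 5 min RT, then read every 5 min for 30 min (ex 480, em 540 nm). Normalized to cAMP control.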
DRD3 agonist: qHTS of D3 Dopamine Receptor Agonist: qHTS; max activation, %; D3R DiscoveRx beta-arrestin cells, luminescence, 90 min; D(3) dopamine receptor (Homo sapiens), P35462; hit rate 0.58% among 410,000; AID 652048, 2013; in the data active = max activation above about 30%; note: 0% is about no effect; mostly tested at two doses, the higher about 12 µM
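Cells at 1500/well, incubated overnight, then treated with pinned compounds (dopamine as control) for 90 min at 37 degrees C. DiscoveRx reagent added for 30 - 60 minutes at room temperature; luminescence read.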
PTHR1 ag: qHTS for PTHR1 Agonists: Primary Screen; hit rate 0.075% among 410,000; HEK293 GP2 PTHR1 cells, GloSensor cAMP luminescence, 1 h; Potency, µM (doses to about 115 µM), without a hit: at the top dose activation, actives largely listed as activators; note: potency is the fitted concentration of half-maximal effect; nearly all actives have a fitted effect of over 55% in size; some results filed as inactive show a strong effect at the top dose; inactives centre near -15; many of its hits are not listed in these tables
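HEK-293-derived GP2 cells expressing PTHR1 and a GloSensor cAMP reporter, 3,000/well, plated overnight, given luciferin plus IBMX (each 0.5 mM as added) for 1 h at 37 °C, then compound for 1 h at 37 °C. Luminescence was read after 15 min at room temperature.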
MmCpn inh: Inhibitors of TCP-1 ring complex (TRiC) of Methanococcus maripaludis (MmCpn): qHTS; Chaperonin Mm-Cpn (Methanococcus maripaludis); purified Mm-Cpn ATPase, ADP Transcreener TR-FRET; Potency, µM (doses to about 76.9 µM), inactives show at the highest dose activity, negative = inhibition, hits mostly inhibitors; hit rate 0.031% among 330,000; AID 504842, 2011; note: potency is the fitted concentration of half-maximal effect; % is set by controls: 0 for no effect and ±100 for the full control effect; nearly all actives have a fitted effect of over 80% in size
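Compound-treated chaperonin, 25 nM final, turns over 10 uM ATP at 37°C for 30 min following a 10 min preincubation; ADP generated competes with ADP-d2 for Eu-cryptate antibody, lowering FRET.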
EPAC2 antag: qHTS for Antagonist of cAMP-regulated guanine nucleotide exchange factor 2 (EPAC2): primary screen; Rap guanine nucleotide exchange factor 4 (Homo sapiens), Q8WZA2; hit rate 0.18% among 360,000; Potency, µM (highest dose often 114 µM), without a hit: at the top dose activity, negative = inhibition, hits mostly inhibitors; EPAC2 GEF exchange of Rap1B-BODIPY-GDP, fluorescence; note: potency is the fitted concentration of half-maximal effect; % is set by controls: 0 for no effect and ±100 for the full control effect; nearly all actives have a fitted effect of over 45% in size; many of its hits are not listed in these tables
pAkt inh: HTS Assay for Inhibitors of Akt Phophorylation: Primary Screen. AID 651550, 2012. Neuro2A IGF-stimulated pAkt S473 HTRF, 20 min; hits give low values. hit rate 0.32% among 360,000. activity change, % for hits at 50 µM; in the data active = activity change below about -80%; inconclusive = mostly about -51% to -80%; note: % is set by controls: 0 for no effect and ±100 for the full control effect
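Neuro2A cells in DMEM with 0.5% FBS, overnight at 37 deg C, given compound at single 50 µM final, then IGF (6 nM final) for 20 min at 37 deg C. Lysed; phospho-Akt Ser473 by HTRF after 24 h, 665/615 ratio.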
CCT chaperon mod: High-Throughput Screening for Modulators of Cytosolic Chaperonin Activity; purified chaperonin ATPase assay, HTRF ADP detection, 30 min; activity change, % (concentration not given with the values), hits read low; hit rate 0.3% among 360,000; AID 651819, 2012; in the data active = activity change below about -30%; note: % is set by controls: 0 for no effect and ±100 for the full control effect
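Enzyme 40 or 20 nM (batch-dependent) in Tris pH 7.4/KCl/MgCl2/DTT; cpd 76 uM single point; ATP 10 uM; 30 min 37 °C; Transcreener ADP HTRF detection, 30 min RT; ratio 665/615.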
* = called active by the depositor; i = inactive; u = inconclusive; x = not tested or not shown; [ ] = another dose, or the depositor's remark. Unless noted, calls come from the whole dose curve; as a rule, active = well fitted curve in the direction sought with a large enough effect; inconclusive = small, poorly fitted or top-dose-only effect, or another doubt; inactive = no such curve, though single readings can be large; an effect the other way counts as inactive or inconclusive.

1: Cc1ccc(S(=O)(=O)N2CCN(Cc3cccc(C)c3O)CC2)cc1
2: O=c1[nH]c(C2CCCN(S(=O)(=O)c3ccccc3)C2)nc2c1nnn2Cc1ccccc1 (stereo not given)
3: CCC1=C(OC(=O)N(CC)CC)N2C(=O)OC(=NCc3ccccc3)[C@]2(C)[C@H]2C1=CC[C@H]1C(=O)N(CC)C(=O)[C@H]12
4: CCOC(=O)[C@@H]1[C@H]2COc3ccccc3[C@H]2N2C(=O)N(c3ccc(Cl)cc3)C(=O)[C@@]12C
5: Cc1c(OCC(=O)NCCCN2CCOCC2)ccc2c3c(c(=O)oc12)CCC3
6: CC(=O)Nc1cc2c(cc1[N+](=O)[O-])-c1ccccc1C2O (stereo not given)
7: CCOc1cc2[nH]c(=S)n(C3CC3)c(=O)c2cc1OCC
8: COc1ccc(CCNC(=O)CCNS(=O)(=O)c2cccc3nonc23)cc1OC
9: Cc1c(Cl)c([N+](=O)[O-])nn1Cc1ccc(C(=O)NN)o1
10: CCOC(=O)C1CCCN(C(=O)c2cc(-c3cccs3)oc2C)CC1 (stereo not given)

compound no.	1	2	3	4	5	6	7	8	9	10
D3 antag	-6	14	6	-5	-19	-15	4	-24	-16	11
EPAC2 ag	4%	8%	4%	12%	3%	-2%	-14%	7%	6%	-2%
DRD3 agonist	-12	2	-3	2	-17	-12	1	2	-3	1
PTHR1 ag	-54%[inhibitor][57.5 µM]	-3%[57.5 µM]	i	-22%	-23%	i	6%	i	i	-7%
MmCpn inh	-16%	0%	1%	1%	-3%	x	-1%	-1%	u	x
EPAC2 antag	-3%	-1%	2%	9%	1%	-5%	6%	9%	1%	-9%
pAkt inh	i	x	i	i	i	i	i	x	i	i
CCT chaperon mod	-0.4	-2.2	0.2	-2.4	-1.4	1.3	0.3	-0.3	-0.4	1.9

11: CCC(=O)Nc1cccc(-c2ccc(N3CCN(C)CC3)nn2)c1
12: O=C(c1cccs1)N(c1ccc(Cl)cc1)C1C=CS(=O)(=O)C1 (stereo not given)
13: CC(=O)c1ccc(S(=O)(=O)N2CCC(C(=O)Nc3ncc(C)s3)CC2)cc1
14: NS(=O)(=O)c1ccc(NC(=O)C2Cc3ccccc3CN2C(=O)c2ccco2)cc1 (stereo not given)
15: Cc1ccc(-c2ccc(=O)n(Cc3cccc(Br)c3)n2)cc1
16: CC(C)=C1C2CCC1C1C(=O)N(c3nc(-c4ccc(C(C)C)cc4)c(C)s3)C(=O)C21 (stereo not given)
17: O=C(O)c1cc(N2CCCC2)ccn1
18: O=C(COc1ncnc2ccccc12)Nc1ccc(S(=O)(=O)N2CCOCC2)cc1
19: Cc1cc(Cl)ccc1C(=O)C1CCCN(C(=O)c2ccsc2)C1 (stereo not given)
20: COCCNC(=O)/C(C#N)=C/c1c(N2CCN(c3ccccc3)CC2)nc2c(C)cccn2c1=O

compound no.	11	12	13	14	15	16	17	18	19	20
D3 antag	2	-6	-3	1	0	6	-24	-2	-1	2
EPAC2 ag	9%	5%	-3%	8%	15%	-14%	-4%	7%	0%	6%
DRD3 agonist	6	1	-7	3	3	1	-18	7	2	-12
PTHR1 ag	i	i	-25%	-5%	-23%	-16%[57.5 µM]	i	-11%	-32%[inhibitor]	-19%
MmCpn inh	0%	-10%	0%	1%	1%	-2%	x	0%	x	0%
EPAC2 antag	7%	-7%	-1%	4%	-22%	-11%	-4%	2%	2%	-6%
pAkt inh	i	i	i	i	i	i	i	i	i	i
CCT chaperon mod	0.0	-0.8	1.3	-0.7	-0.4	-2.7	-1.0	-2.2	-2.1	0.9

21: O=C(NCc1ccccc1)c1ccc(Oc2ccc(C(=O)NCc3ccccc3)cc2)cc1
22: Cc1ccc(OCC(=O)Nc2ccc3c4c(cccc24)CC3)c(C)c1
23: N#CCSc1ncnc2sc3c(c12)CCC3
24: CN(C)c1ccc(/C=C2\N=C(c3ccc(Cl)c([N+](=O)[O-])c3)NC2=O)cc1
25: CC1CCCCN1C(=O)C1CCCCN1S(=O)(=O)c1cccc([N+](=O)[O-])c1 (stereo not given)
26: Cc1nc2ccccn2c1C(=O)N=Nc1c(O)[nH]c2ccccc12
27: Cn1nnc(NC(=S)NC(=O)c2cccc3c(Cl)cccc23)n1
28: Cc1ccc(C)c(N(CC(=O)NCCSCc2ccco2)S(C)(=O)=O)c1
29: COC(=O)C1=CC(C(=O)c2cccs2)=NN(c2ccc(OC)cc2)C1C(=O)OC (stereo not given)
30: CCN1CCN(CCCNC(=O)C2CCN(c3nnc(-n4cccc4)s3)CC2)CC1

compound no.	21	22	23	24	25	26	27	28	29	30
D3 antag	-7	8	13	u	-14	34	u	7	-56*	8
EPAC2 ag	1%	2%	4%	1%	5%	2%	-1%	8%	17%	-6%
DRD3 agonist	4	20	-4	-13	-7	5	-15	-3	-8	-2
PTHR1 ag	-4%[57.5 µM]	i	i	u	i	i	-5%	-14%[57.5 µM]	-15%	-23%
MmCpn inh	0%	2%	0%	2%	0%	-1%	-4%	-2%	-1%	-1%
EPAC2 antag	1%	-1%	11%	2%	2%	10%	4%	-2%	-12%	6%
pAkt inh	i	i	u	i	i	i	i	i	i	i
CCT chaperon mod	-1.8	-3.6	0.1	-0.1	-1.0	-0.9	-2.1	-2.6	-4.5	-2.2

Single records, as listed above:
Cc1ccc(C)c(N(CC(=O)NCCSCc2ccco2)S(C)(=O)=O)c1 across the screens: D3 antag: 7; EPAC2 ag: 8%; DRD3 agonist: -3; PTHR1 ag: -14%[57.5 µM]; MmCpn inh: -2%; EPAC2 antag: -2%; pAkt inh: i; CCT chaperon mod: -2.6
Cc1nc2ccccn2c1C(=O)N=Nc1c(O)[nH]c2ccccc12 across the screens: D3 antag: 34; EPAC2 ag: 2%; DRD3 agonist: 5; PTHR1 ag: i; MmCpn inh: -1%; EPAC2 antag: 10%; pAkt inh: i; CCT chaperon mod: -0.9

The list continues.
31: CCCCN1CC(N2CCN(Cc3cccc(C)c3)CC2)CS1(=O)=O (stereo not given)
32: COc1ccccc1NS(=O)(=O)c1cc(NC(=O)c2cnccn2)ccc1N1CCOCC1
33: Cc1ccc(NC(=O)Nc2nc3ccccc3s2)cc1NC(=O)Nc1nc2ccccc2s1
34: CCOC(=O)C1=C(C)OC(N)=C(C#N)C1c1ccccc1 (stereo not given)
35: O=C(c1ccc(NC2=NC3CS(=O)(=O)CC3S2)cc1)N1CCN(c2ccccc2)CC1 (stereo not given)
36: C=CCn1c(SCC(=O)NCc2ccc3c(c2)OCO3)nnc1-c1cccnc1
37: COC(=O)c1cccc2c1-c1ccccc1/C2=N/O
38: O=c1ccnc(SCCc2ccccc2)[nH]1
39: O=C(Nn1cnnc1)c1cc(Cl)ccc1Cl
40: Cc1cc(C)n2c3c(c(C#N)c2n1)CCCC3

compound no.	31	32	33	34	35	36	37	38	39	40
D3 antag	1	-7	-1	-12	-7	-21	21	22	-26	3
EPAC2 ag	1%	10%	4%	11%	16%	9%	13%	3%	0%	6%
DRD3 agonist	-12	2	0	-4	1	-5	4	0	6	2
PTHR1 ag	-18%	13%	i	-27%	i	-21%	i	i	i	2%
MmCpn inh	x	0%	-2%	-1%	1%	0%	1%	1%	0%	-6%
EPAC2 antag	2%	-4%	18%	-8%	2%	10%	-2%	8%	8%	15%
pAkt inh	i	i	i	i	i	i	i	i	i	i
CCT chaperon mod	-4.7	0.8	0.2	-2.3	-2.7	-2.3	-1.5	0.5	-0.1	-17

41: COc1cccc(NS(=O)(=O)c2ccc3[nH]cc(C(=O)NC4CC4)c(=O)c3c2)c1
42: O=C(C1=C(c2ccccc2)C(=O)c2ccccc2C1=O)c1ccccc1
43: COc1ccc(OC(C)C(=O)N2CCc3ccccc3C2)cc1 (stereo not given)
44: COc1ccc(C(O)(C(C)C)C(CN2CCOCC2)c2ccc(Cl)cc2)cc1 (stereo not given)
45: CCOC(=O)c1cnn(-c2ncnc3sc4c(c23)CCC4)c1N
46: O=C(CN(CCc1ccccc1)S(=O)(=O)c1ccc(Cl)cc1)N/N=C/c1ccccc1C(=O)O
47: Cc1ccc(OCC(=O)N/N=C/c2cccn2C)cc1
48: CC1=CC(C)(C)NC(=S)N1c1ccc(C)cc1
49: O=C(COC(=O)C12CC3CC(CC(C3)C1)C2)Nc1ccc(OC(F)F)cc1

compound no.	41	42	43	44	45	46	47	48	49
D3 antag	-4	-95*	-11	-55*	22	25	29	14	-18
EPAC2 ag	-4%	17%	4%	20%	-18%	4%	-4%	6%	7%
DRD3 agonist	-2	-27	-2	-7	7	1	1	6	1
PTHR1 ag	i	-13%	-1%	i	19%[57.5 µM]	i	-2%[57.5 µM]	-3%[57.5 µM]	-59%[inhibitor]
MmCpn inh	1%	2%	-1%	1%	1%	1%	-1%	-1%	1%
EPAC2 antag	-18%	-20%	-4%	-22%	-3%	-3%	-4%	8%	-8%
pAkt inh	i	i	i	i	i	i	i	i	x
CCT chaperon mod	-2.3	-1.1	-4.4	-1.1	-2.9	0.1	-4.7	-1.5	2.7

Source: PubChem BioAssay

The list is partial; rates above refer to the full screens.
